Assay outcomes (PubChem BioAssay)
GLP1R ag: agonists of human GLP-1 receptor; P43220; HEK293 GLP-1R CRE-luciferase, luminescence, 4-6 h; cells express a hypersensitive GLP-1R form; Potency, µM (top dose mostly 45.6 µM), inactives show top-dose activation, actives largely listed as activators; 380,000 tested, 0.007% active; AID 624172; note: potency is the fitted concentration of half-maximal effect; % of control where 0% means no effect
Target sequence (P43220 whole entry, looked up): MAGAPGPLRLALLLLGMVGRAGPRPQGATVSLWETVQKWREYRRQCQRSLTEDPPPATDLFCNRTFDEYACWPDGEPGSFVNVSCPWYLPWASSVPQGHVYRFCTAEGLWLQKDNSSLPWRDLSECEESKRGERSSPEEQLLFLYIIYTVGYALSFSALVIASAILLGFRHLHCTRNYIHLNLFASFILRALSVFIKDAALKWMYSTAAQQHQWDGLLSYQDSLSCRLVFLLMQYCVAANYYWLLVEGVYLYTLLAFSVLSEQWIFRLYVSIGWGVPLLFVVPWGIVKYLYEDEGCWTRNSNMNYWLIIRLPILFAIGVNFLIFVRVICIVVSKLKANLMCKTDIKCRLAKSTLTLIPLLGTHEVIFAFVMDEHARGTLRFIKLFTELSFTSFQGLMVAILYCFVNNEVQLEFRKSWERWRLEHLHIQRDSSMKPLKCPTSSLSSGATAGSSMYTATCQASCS
PTHR1 agonist: PTHR1 (human) receptor agonism; Q03431; HEK293 GP2 PTHR1 cells, GloSensor cAMP luminescence, 1 h; Potency, µM (series often up to 115 µM), for the others: at the highest dose activation, actives largely listed as activators; 410,000 tested, 0.075% active; AID 743266; note: potency is the fitted concentration of half-maximal effect; nearly all actives have a fitted effect of over 55% in size; some results filed as inactive show a strong effect at the top dose; inactives centre near -15; many of its hits are not listed in these tables
Target sequence (Q03431 whole entry, looked up): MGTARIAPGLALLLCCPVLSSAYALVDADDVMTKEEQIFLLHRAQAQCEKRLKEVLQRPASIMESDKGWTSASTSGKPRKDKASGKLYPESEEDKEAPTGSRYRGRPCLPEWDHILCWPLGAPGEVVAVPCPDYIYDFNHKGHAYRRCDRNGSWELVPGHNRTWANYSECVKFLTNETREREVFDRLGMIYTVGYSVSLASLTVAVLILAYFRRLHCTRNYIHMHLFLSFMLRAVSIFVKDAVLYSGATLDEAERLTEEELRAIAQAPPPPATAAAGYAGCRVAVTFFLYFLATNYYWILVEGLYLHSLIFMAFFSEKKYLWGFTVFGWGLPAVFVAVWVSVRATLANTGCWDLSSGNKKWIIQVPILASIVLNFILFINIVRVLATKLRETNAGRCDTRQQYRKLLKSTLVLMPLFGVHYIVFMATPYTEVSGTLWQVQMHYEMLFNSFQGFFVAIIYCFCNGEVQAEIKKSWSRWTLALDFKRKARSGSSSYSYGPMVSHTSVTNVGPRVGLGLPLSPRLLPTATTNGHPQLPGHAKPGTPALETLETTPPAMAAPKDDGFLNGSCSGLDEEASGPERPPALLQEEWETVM
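HEK-293-derived GP2 cells expressing PTHR1 and a GloSensor cAMP reporter, 3,000/well, plated overnight, given luciferin plus IBMX (each 0.5 mM as added) for 1 h at 37 °C, then compound for 1 h at 37 °C. Luminescence was read after 15 min at room temperature.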
GLP1R inv ag: acts as inverse agonist at human GLP-1 receptor | 410,000 tested, 1.6% active | P43220 | Potency, µM (top dose mostly 38.3 µM), inactives show top-dose activity change, negative = inhibition, usual class: inhibitors | HEK293 GLP-1R CRE-luciferase, luminescence, 24 h; GLP-1R form is constitutively active | AID 624417; note: potency is the fitted concentration of half-maximal effect; % is set by controls: 0 for no effect and ±100 for the full control effect; nearly all actives have a fitted effect of over 55% in size
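Constitutively active GLP-1R drives a cAMP-responsive luciferase in stably transfected HEK293 cells; test compounds are added after overnight (12 h) attachment and left 24 hr, and signal loss in luminescence marks inhibition.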
FUS yeast rescue: FUS proteinopathy suppression in yeast. Potency, µM (series often up to 76.6 µM), inactives show at the top dose growth rescue (activation), usual class: activators. S. cerevisiae FUS-expressing, growth rescue, OD600, 24 h. AID 1347120. 390,000 tested, 0.24% active;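 note: potency is the fitted concentration of half-maximal effect; plate controls were DMSO vehicle for no effect and reference control for full effect; nearly all actives have a fitted effect of over 55% in size; some results filed as inactive show a strong effect at the top dose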
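Steps: raffinose overnight preculture; dilution to OD 0.005 in 2% galactose minimal medium; compound addition (concentration series); 24hr at 30C, 99% humidity; absorbance read at 600 nm.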
DRD3 antagonist: antagonists of human D3 dopamine receptor | P35462 | D3R cells, DiscoveRx beta-arrestin luminescence, antagonist mode; hits give low values | AID 652054 | max response, negative = inhibition, % | 360,000 tested, 2.5% active; in the data active = max response below about -50%; inconclusive = no clear call, values can overlap the other calls; note: % is set by controls: 0 for no effect and ±100 for the full control effect; mostly tested at two doses, the higher about 12 µM
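Cells expressing the human receptor were seeded at 1500 cells/well, incubated overnight at 37 degrees C in 5% CO2, then exposed to library compounds with dopamine controls for 90 minutes at 37 degrees C before luminescent detection.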
Abeta rescue: restores growth of yeast expressing A-beta42 peptide. Potency, µM (titrated, usually from 46.1 µM), for inactives: top-dose growth rescue, actives largely listed as activators. yeast expressing A-beta42, growth rescue, OD600, 48 h; response scale: 0% DMSO, 100% iron-clioquinol control. 410,000 tested, 0.063% active; note: potency is the fitted concentration of half-maximal effect; nearly all actives have a fitted effect of over 55% in size
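Yeast growth medium received pinned compounds, then yeast cells expressing toxic A-beta were added; plates incubated at 30 C for 48 hr. Growth read as absorbance at 600 nm, normalized to DMSO and equimolar FeCl3 plus clioquinol controls.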
TDP-43 yeast inh: rescues yeast growth from TDP-43 toxicity; Potency, µM (titrated, usually from 46.1 µM), for the others: at the highest dose growth rescue (activation), most hits filed as activators; 410,000 tested, 1.8% active; AID 652104; TDP-43 expressing yeast growth rescue, BacTiter-Glo, 24 h; note: potency is the fitted concentration of half-maximal effect; % of control where 0% means no effect; nearly all actives have a fitted effect of over 50% in size
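Luminescence from BacTiter-Glo reports growth of TDP-43-expressing yeast after 24 hr at 30 deg C with compound. Cells were raffinose-pregrown to mid-log, then seeded in galactose medium at OD600=0.02.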
aSyn rescue: inhibitors of alpha-synuclein toxicity in yeast; 370,000 tested, 0.14% active; Potency, µM (highest dose often 46.1 µM), inactives show at the top dose growth rescue (activation), most hits filed as activators; Yeast expressing alpha-synuclein, growth rescue, BacTiter-Glo, 24 h; note: potency is the fitted concentration of half-maximal effect; % of control where 0% means no effect; nearly all actives have a fitted effect of over 65% in size
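Screening used galactose-induced yeast with toxic alpha-synuclein levels, exposed to compound for 24 hr at 30 deg C. Cell growth, read with BacTiter-Glo luminescence, gave the measured signal.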
pAkt inh: inhibitors of Akt phosphorylation | Neuro2A IGF-stimulated pAkt S473 HTRF, 20 min; hits give low values | activity change, % for hits at 50 µM | 360,000 tested, 0.32% active | AID 651550; in the data active = activity change below about -80%; inconclusive = mostly about -51% to -80%; note: % is set by controls: 0 for no effect and ±100 for the full control effect
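Neuro2A cells (4,500/well, DMEM with 0.5% FBS) were treated with compound at a single 50 µM final concentration, stimulated with 6 nM IGF for 20 min at 37 °C, and lysed. Phospho-Akt Ser473 was read by HTRF as 665/615 ratio ×10^4.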
Numbers without * were called inactive; i = inactive; ? = inconclusive; · = not tested or not shown; & = joins results of further samples; [ ] = dose if it differs, or a comment. Unless noted, calls come from the whole dose curve; as a rule, active = well fitted curve in the direction sought with a large enough effect; inconclusive = small, poorly fitted or top-dose-only effect, or another doubt; inactive = no such curve, though single readings can be large; an effect the other way counts as inactive or inconclusive. These rows are one share of the data; rates above refer to the full screens.

Preview (8 entries):
SMILES	GLP1R ag	PTHR1 agonist	GLP1R inv ag	FUS yeast rescue	DRD3 antagonist	Abeta rescue	TDP-43 yeast inh	aSyn rescue	pAkt inh
Nc1nc(CN2CCN(c3ccccn3)CC2)nc(Nc2ccc(F)cc2)n1	15%	-83%[inhibitor]	3%	18%	-2	-6%	26%	3%	i
CS(=O)(=O)N1CCN(c2ccccc2NC(=O)Cc2ccc(Cl)cc2)CC1	-1%	13%[57.5 µM]	?	?	1	2%	-2%	16%	i
O=C(CN1C(=O)c2ccc([N+](=O)[O-])cc2C1=O)NCCC1=CCCCC1	-14%	i	45%[activator]	15%	35	9%	12%	7%	i
CCOc1ccc(CONS(=O)(=O)c2ccc(NC(C)=O)cc2)cc1Cl	12%	-9%	-23%	1%	-11	-5%	-7%	-4%	i
CC(=O)C1=NN(c2ccccc2)C(c2ccc3c(c2)OCO3)N1c1ccccc1 (stereo unspecified)	-3%	-30%	?	33%	-9	13%	?	-17%	i
COc1cc(C2C(C(=O)c3ccc(C)o3)=C(O)C(=O)N2c2cc(C)on2)ccc1O (stereo unspecified)	-1%	i	-18%	16%	?	-7%	-11%	-4%	i
CCn1c2c(c(=O)n3ncc(C(=O)Nc4ccc(Cl)cc4C)c13)CN(Cc1ccc(OC)cc1)CC2	·	-35%[inhibitor]	-10%	?	·	25%	16%	·	·
O=c1oc2ccccc2c(Nc2ccccc2)c1CN1CCCCC1	23%	i	10%	21%	-21	-3%	-5%	7%	i

Results, previewed entries included:
SMILES	GLP1R ag	PTHR1 agonist	GLP1R inv ag	FUS yeast rescue	DRD3 antagonist	Abeta rescue	TDP-43 yeast inh	aSyn rescue	pAkt inh
Nc1nc(CN2CCN(c3ccccn3)CC2)nc(Nc2ccc(F)cc2)n1	15%	-83%[inhibitor]	3%	18%	-2	-6%	26%	3%	i
CS(=O)(=O)N1CCN(c2ccccc2NC(=O)Cc2ccc(Cl)cc2)CC1	-1%	13%[57.5 µM]	?	?	1	2%	-2%	16%	i
O=C(CN1C(=O)c2ccc([N+](=O)[O-])cc2C1=O)NCCC1=CCCCC1	-14%	i	45%[activator]	15%	35	9%	12%	7%	i
CCOc1ccc(CONS(=O)(=O)c2ccc(NC(C)=O)cc2)cc1Cl	12%	-9%	-23%	1%	-11	-5%	-7%	-4%	i
CC(=O)C1=NN(c2ccccc2)C(c2ccc3c(c2)OCO3)N1c1ccccc1 (stereo unspecified)	-3%	-30%	?	33%	-9	13%	?	-17%	i
COc1cc(C2C(C(=O)c3ccc(C)o3)=C(O)C(=O)N2c2cc(C)on2)ccc1O (stereo unspecified)	-1%	i	-18%	16%	?	-7%	-11%	-4%	i
CCn1c2c(c(=O)n3ncc(C(=O)Nc4ccc(Cl)cc4C)c13)CN(Cc1ccc(OC)cc1)CC2	·	-35%[inhibitor]	-10%	?	·	25%	16%	·	·
O=c1oc2ccccc2c(Nc2ccccc2)c1CN1CCCCC1	23%	i	10%	21%	-21	-3%	-5%	7%	i
C(=N\Nc1nc2ccccc2[nH]1)/c1cccs1	-1%	i	4%	5%	7	6%	23%	-13%	i
CC(NC(=O)c1ccc(CS(C)(=O)=O)cc1)c1cccc2ccccc12 (stereo unspecified)	0%	i	-3%	-11%	4	1%	24%	-1%	i
Cc1cc(Cl)c2ccc3ccccc3c2n1	5%	i	-5%	6%	0	-10%	-5%	5%	i
CCN(CC(=O)NCc1cccs1)C(=O)/C=C/c1ccc(F)cc1	4%	-33%[inhibitor]	-12%	-5%	29	7%	13%	6%	i
O=C1NC[C@H](Cc2ccc(O)cc2)N(C[C@@H]2CCCN2C[C@H](Cc2ccccc2)N2C[C@H](Cc3ccccc3)N(CC3CCCCC3)C(=O)C2=O)C1=O	-1%	5%	-1%	34%	8	-6%	13%	6%	i
CC12CCC(=O)N1C(C(=O)NCCN1C(=O)S/C(=C\c3ccc(OC(F)F)cc3)C1=O)CS2 (stereo unspecified)	2%	-54%[inhibitor]	?	19%	19	1%	-11%	-6%	i
CCn1c(=O)cc(SCC(=O)NCc2ccc(C)cc2)c2ccccc21	12%	-3%[57.5 µM]	-19%&-1%	16%&31%	4	-13%&2%	12%&15%	2%	i
CCN(CC)S(=O)(=O)c1ccc2c3c(cccc13)C(=O)S2	11%	-42%[inhibitor]	-28%	-9%	-13	-6%	5%	5%	i
CCn1c(COc2cccc3cccnc23)nnc1SC(F)F	11%	6%	-1%	15%	-15	-4%	-10%	-1%	i
CN1C[N+]([O-])=C(c2ccccc2)C1(C)C	0%	i	4%	-25%	10	10%	-6%	3%	i
NC(=O)c1ccsc1NC(=O)COC(=O)C1=NNC(=O)CC1	-2%	i	8%	-12%	3	-26%	7%	-1%	i
COc1ccc(Br)c(Cn2c(C)c(C(=O)NCc3cccc([N+](=O)[O-])c3)sc2=O)c1	-4%	i	?	?	-15	7%	5%	6%	i
Cc1cccc(CSc2ccc3nnc(-c4cccnc4)n3n2)c1	6%	-1%	41%[activator]	23%	8	5%	2%	2%	i
Cc1ccc(Cc2c(-c3cccc(Br)c3)nc3c(C)cc(Br)cn23)cc1	-3%	?	18%	-17%	0	-7%	25%	15%	i
CC(C)(O)CC[C@H](OC(=O)c1ccccc1)[C@](C)(O)[C@H]1CC[C@@]2(O)C3=CC(=O)[C@@H]4C[C@@H](O)[C@H](O)C[C@]4(C)C3CC[C@]12C (stereo partly specified)	-2%	i	17%	9%	-1	-2%	4%	-21%	i
Cc1ccc(CNC(=O)c2ccc3c(O)c(S(=O)(=O)c4ccccc4)c(=O)[nH]c3c2)cc1	·	-16%	2%	2%	·	11%	11%	·	·
CC1CCCCC1NC(=O)COC(=O)c1ccc2c(=O)n3c(nc2c1)CCC3 (stereo unspecified)	-2%	-14%	8%	-13%	0	8%	?	1%	i
C#CCNC(=O)C1=C[C@@H](c2ccc(C#C)cc2)C[C@@H](OCCCCO)O1	3%	i	18%	17%	17	7%	16%	0%	i
CCCc1nc2ccc(NC(=O)c3ccco3)cc2c(=O)n1Cc1ccc(Cl)cc1	3%	-40%[inhibitor]	?	9%	11	4%	-5%	-5%	i
COc1ccc(NC(=O)CCCNC(=O)c2ccc(Cl)cc2)cc1OC	11%	-3%	12%	-22%	14	-4%	11%	-1%	i
COc1ccc(-c2cn3c(C)c(C(=O)NCc4ccc5c(c4)OCO5)sc3n2)cc1	2%	-4%	-7%	-14%	-23	-4%	14%	16%	i
CCCCC1(C(=O)OCC)CC(CN2CCOCC2)OC1=O (stereo unspecified)	-10%	i	4%	4%	-20	9%	7%	4%	i
Cn1cccc1-c1cc(C(=O)N/N=C/c2cc(Br)ccc2O)[nH]n1	-4%	i	?	5%	16	10%	-3%	-10%	i
COc1cc(/C=N/NC(N)=O)ccc1OCC(=O)Nc1cc(C)c(C)cc1Br	7%	-12%	14%	-43%[inhibitor]	9	9%	25%	5%	i
Cc1ccc(F)cc1C(=O)N1CCCC(c2cc(C(=O)Nc3ccccc3Cl)no2)C1 (stereo unspecified)	17%	-43%[inhibitor]	?	?	8	6%	35µM*	26%	i
CC(C)C(=O)Nc1cccc(NC(=S)NC(=O)c2ccccc2Cl)c1	-7%	-41%[inhibitor]	0%	13%	-23	-9%	-3%	2%	i
CCOc1ccc(NC(=O)C2=NN(c3ccccc3)C(=O)CC2)cc1S(=O)(=O)N1CCCCC1	4%	-54%[inhibitor]	3%	9%	0	9%	27%	2%	i
Cc1ccn2cc(-c3ccc(O)c(O)c3)nc2c1	-4%	-88%[inhibitor]	2%	-23%	-10	0%	-7%	22%	i
CC(=O)c1ccc(NC(=S)NC2CCCC(C)C2C)cc1 (stereo unspecified)	11%	-4%	?	11%	11	28%	27%	-2%	i
CCOc1ccccc1C(=O)NCC(=O)N1CCN(Cc2ccc3c(c2)OCO3)CC1	5%	-83%[inhibitor]	-15%	-13%	-10	-7%	-5%	4%	i
Cc1ccc(S(=O)(=O)N(C)C)cc1NC(=O)CCNC(=O)c1ccco1	13%	i	-4%	21%	-17	-8%	1%	-2%	i
Cc1ccnc(Nc2nc(-c3c(C)nc4sccn34)cs2)c1	-2%	-35%[inhibitor]	-10%	6%	20	12%	7.1µM*	·	·
CCn1c(SCC(=O)Nc2ccc(OC)c(OC)c2)nnc1-c1ccco1	-5%	-16%	11%	8%	-5	5%	-10%	-18%	i
CCCOc1ccc2ccccc2c1/C=N/n1c(C)nnc1-n1nc(C)cc1C	?	-19%[57.5 µM]	?	-6%	-5	-13%	-24%	5%	i
CCCCc1ccc(NC(=O)c2cc3c(=O)n4ccccc4nc3n2C)cc1	·	-21%	7%	0%	·	-3%	0%	·	·
CC(=O)NC(c1ccccc1)c1nc(-c2cc(F)cc(F)c2)cs1 (stereo unspecified)	9%	-15%	26%	-11%	0	-11%	25%	-8%	i
Cc1cccc(NC(=O)CCNC(=O)c2ccccc2Cl)n1	2%	i	13%	-31%	7	-10%	-4%	-2%	i
COc1ccc(C(=O)Nc2nc(-c3ccc(OC)cc3)c(-c3ccc([N+](=O)[O-])cc3)s2)cc1	6%	i	-9%	47%	?	-4%	-23%	0%	i
NS(=O)(=O)c1cccc(NC(=O)COC(=O)CN2C(=O)c3ccccc3C2=O)c1	-7%	i	6%	·	8	2%	?	-6%	i
COc1ccc(NC(=O)Cn2c(=O)n(Cc3ccc(C(=O)NCc4ccccc4Cl)cc3)c(=O)c3ccccc32)cc1OC	1%	-15%	11%	-10%	·	-11%	-25%	·	·
